# Pin1 inhibitor: qHTS Assay to Find Inhibitors of Pin1 | Potency, µM (top dose mostly 115 µM), without a hit: top-dose activity, negative = inhibition, actives largely listed as inhibitors | Pin1 FP peptide displacement, HiFluor488, 10 min | 390,000 compounds, 0.009% hits | Peptidyl-prolyl cis-trans isomerase NIMA-interacting 1 (Homo sapiens), Q13526; active means well fitted inhibition curve with a large enough effect in the polarisation, with a control signal flat, not every such curve was filed as active; inconclusive means small, poorly fitted or top-dose-only effect, or effect the other way, or a change in a side signal; inactive means no such curve, though single readings can be large or run the other way; the % refers to the polarisation; further: potency means the concentration at half of the fitted maximal effect; on the % scale 0 is the no-effect control and ±100 the full control effect
# Target sequence (Q13526 whole entry, looked up): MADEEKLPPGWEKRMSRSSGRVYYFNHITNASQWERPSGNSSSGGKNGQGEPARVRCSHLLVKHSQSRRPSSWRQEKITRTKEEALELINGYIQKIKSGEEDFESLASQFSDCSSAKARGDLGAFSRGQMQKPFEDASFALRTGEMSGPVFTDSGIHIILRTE
# Tb PGK inh: qHTS Assay to Find Inhibitors of Phosphoglycerate Kinase; Phosphoglycerate kinase, glycosomal (Trypanosoma brucei brucei), P07378; PGK/GAPDH coupled, Kinase-Glo luminescence, 60 min; Potency, µM (titrated, usually from 57.5 µM), inactives show at the highest dose activity change, negative = inhibition, usual class: inhibitors; 380,000 compounds, 0.043% hits; AID 602233, 2012; further: potency means the concentration at half of the fitted maximal effect; on the % scale 0 is the no-effect control and ±100 the full control effect; nearly all actives have a fitted effect of over 60% in size
# Target sequence (P07378 whole entry, looked up): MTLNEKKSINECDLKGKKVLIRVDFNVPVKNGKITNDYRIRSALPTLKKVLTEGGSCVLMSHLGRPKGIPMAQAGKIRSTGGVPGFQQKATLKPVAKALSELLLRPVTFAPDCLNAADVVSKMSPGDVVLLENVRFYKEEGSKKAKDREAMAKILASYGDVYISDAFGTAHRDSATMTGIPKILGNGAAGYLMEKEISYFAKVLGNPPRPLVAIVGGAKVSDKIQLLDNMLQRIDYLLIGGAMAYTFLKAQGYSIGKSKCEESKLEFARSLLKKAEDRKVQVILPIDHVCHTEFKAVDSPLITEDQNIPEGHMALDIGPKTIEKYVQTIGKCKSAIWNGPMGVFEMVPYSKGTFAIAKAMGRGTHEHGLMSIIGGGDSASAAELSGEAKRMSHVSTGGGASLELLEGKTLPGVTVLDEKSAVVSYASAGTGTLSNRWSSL
#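 Recombinant glycosomal PGK reaction used 1,3-bisphosphoglycerate generated in-well by GAPDH (100nM final) in 100mM TEA pH 7.6, 5mM MgCl2, 0.01% Tween-20. After 60 minutes at room temperature, ATP was read by Kinase-Glo Plus luminescence end-point.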
# HP1b chromo inh: HTS for Inhibitors of HP1-beta Chromodomain Interactions with Methylated Histone Tails. 390,000 compounds, 0.56% hits. Potency, µM (doses to about 114 µM), inactives show at the highest dose activity change, negative = inhibition, hits mostly inhibitors. AlphaScreen HP1-beta / biotin-H3K9me3 peptide binding; further: potency means the concentration at half of the fitted maximal effect; nearly all actives have a fitted effect of over 70% in size; inactives centre near 23
# Target sequence (P83916 whole entry, looked up): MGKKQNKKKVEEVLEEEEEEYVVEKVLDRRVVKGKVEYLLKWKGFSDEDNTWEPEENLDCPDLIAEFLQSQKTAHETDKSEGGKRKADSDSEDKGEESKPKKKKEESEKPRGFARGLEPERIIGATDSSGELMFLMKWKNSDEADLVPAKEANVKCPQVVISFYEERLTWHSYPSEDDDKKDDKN
#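 HP1-beta protein (50 nM final) preincubated 30 min at room temperature with biotinylated H3(1-18)K9me3 peptide (50 nM) in PBS pH 7.4, 0.01% Tween-20, then compound added for 30 min. AlphaScreen streptavidin donor/nickel chelate acceptor beads (10 ug/mL final), 30 min dark, luminescence read.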
# BAZ2B block: qHTS Assay for Inhibitors of BAZ2B. 360,000 compounds, 4.4% hits. Potency, µM (highest dose often 114 µM), for inactives: at the highest dose activity change, negative = inhibition, actives largely listed as inhibitors. Bromodomain adjacent to zinc finger domain protein 2B (Homo sapiens), Q9UIF8. AlphaScreen BAZ2B-H3K14Ac peptide displacement; further: potency means the concentration at half of the fitted maximal effect; on the % scale 0 is the no-effect control and ±100 the full control effect; nearly all actives have a fitted effect of over 60% in size
#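 Complex of BAZ2B and biotin-H3K14Ac (50 nM apiece) forms over 30 min at RT, then faces library compounds up to 110 uM for another 30 min; AlphaScreen beads added, 20 min dark incubation, luminescence read.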
# GLS inh: qHTS for Inhibitors of Glutaminase (GLS) | Glutaminase kidney isoform, mitochondrial (Homo sapiens), O94925 | GLS enzymatic activity, qHTS titration | Potency, µM (top dose mostly 45.5 µM), for the others: at the top dose activity change, negative = inhibition, actives largely listed as inhibitors | 410,000 compounds, 0.21% hits | AID 624170, 2012; further: potency means the concentration at half of the fitted maximal effect; on the % scale 0 is the no-effect control and ±100 the full control effect
#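 Assay buffer: 45 mM KH2PO4 pH 8.2, 0.02% Tween-20. hKGA acts on L-glutamine (1 mM solution added); product glutamate is reported by an oxidase/peroxidase Amplex Red coupling, with fluorescence taken at baseline and 30 min.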
# PI4K2A inh: qHTS for small molecular inhibitors of PI4K2A; Phosphatidylinositol 4-kinase type 2-alpha (Homo sapiens), Q9BTU6; purified PI4K2A, ADP-Glo luminescence, 1 h; hits give low values; activity change, negative = inhibition, % at 76.9 µM; 420,000 compounds, 0.13% hits; AID 1346378, 2018; in the data active means activity change below about -50%; inconclusive means mostly about -30% to -49%;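 further: -100% = wells without enzyme as full effect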
#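 ADP-Glo luminescence measured ADP generated by PI4K2A enzyme (4 ug/mL before mixing) with 1.2 mM PI substrate (pre-mix) and 300 microM ATP (pre-mix). Tris pH7.5 buffer with MgCl2, Triton X-100; 1 h reaction at ambient temperature.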
# G9a block: qHTS Assay for Inhibitors of Histone Lysine Methyltransferase G9a; 350,000 compounds, 8.8% hits; Potency, µM (top dose mostly 102 µM), inactives show top-dose activity, negative = inhibition, hits mostly inhibitors; Histone-lysine N-methyltransferase EHMT2 (Homo sapiens), Q96KQ7; G9a H3K9 monomethylation, AlphaScreen, 2 h; further: potency means the concentration at half of the fitted maximal effect; on the % scale 0 is the no-effect control and ±100 the full control effect; nearly all actives have a fitted effect of over 75% in size
# Target sequence (Q96KQ7 913-1193 limits assumed): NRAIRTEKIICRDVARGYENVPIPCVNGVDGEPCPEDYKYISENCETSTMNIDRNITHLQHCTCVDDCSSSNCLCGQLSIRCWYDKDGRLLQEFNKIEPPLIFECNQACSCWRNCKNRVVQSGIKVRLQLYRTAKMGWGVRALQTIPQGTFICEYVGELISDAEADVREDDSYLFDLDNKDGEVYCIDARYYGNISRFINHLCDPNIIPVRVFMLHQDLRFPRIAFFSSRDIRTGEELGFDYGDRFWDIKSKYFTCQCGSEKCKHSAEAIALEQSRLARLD
#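 Enzyme 20 nM + cpd, 15 min RT; add b-H3K9 pep 500 nM / SAM 20 uM; 2 h RT; anti-H3K9me1 Ab 0.5 ug/mL + SA donor / anti-rabbit acceptor beads 20 ug/mL each, 10 min; AlphaScreen read.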
# JMJD2A Tudor: qHTS Assay for Inhibitors of JMJD2A-Tudor Domain | Lysine-specific demethylase 4A (Homo sapiens), O75164 | AlphaScreen JMJD2A-Tudor / H3K4me3 peptide binding | Potency, µM (top dose mostly 114 µM), inactives show at the highest dose activity change, negative = inhibition, hits mostly inhibitors | 390,000 compounds, 4.4% hits; further: potency means the concentration at half of the fitted maximal effect; on the % scale 0 is the no-effect control and ±100 the full control effect; nearly all actives have a fitted effect of over 50% in size
# ERG-DNA inh: qHTS for Small Molecule Inhibitors of the ERG Ets/DNA interaction | Transcriptional regulator ERG (Homo sapiens), P11308 | fluorescence polarization, His-ERG Ets domain / labelled DNA | Potency, µM (doses to about 76.9 µM), without a hit: top-dose FP activity, negative = inhibition, usual class: inhibitors | 370,000 compounds, 0.028% hits; active means well fitted inhibition curve with a large enough effect in the polarisation, with a control signal flat; inconclusive means small, poorly fitted or top-dose-only effect, or effect the other way, or a change in a side signal; inactive means no such curve, though single readings can be large or run the other way; the % refers to the polarisation;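 further: polarization taken with two DNA probes labelled with fluorescein and Texas red; potency means the concentration at half of the fitted maximal effect; % of control where 0% means no effect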
#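 His-tagged ERG Ets domain (1 uM in the protein solution; 300mM KCl, 50mM Tris-HCl, 1mM EDTA, 1mM DTT, pH 7.5) received compound, then a probe mix of 5 nM fluorescein-DNA and 100nM Texas-615-DNA. Fluorescence polarization was read for both dyes.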
# * = called active by the depositor; i = inactive; ? = inconclusive; . = no result given; [ ] = dose if it differs, or a comment. Unless noted, the call rests on the fitted dose curve; in most records, active means well fitted curve in the direction sought with a large enough effect; inconclusive means small, poorly fitted or top-dose-only effect, or another doubt; inactive means no such curve, though single readings can be large; an effect the other way counts as inactive or inconclusive.
SMILES,Pin1 inhibitor,Tb PGK inh,HP1b chromo inh,BAZ2B block,GLS inh,PI4K2A inh,G9a block,JMJD2A Tudor,ERG-DNA inh
CCOC(=O)C(NC(=O)c1ccccc1)=C(C)C,1.6%,-10.9%,9.3%,12.6%,2.4%,0.4,17.4%,-9.9%,.
CCN(CC(=O)Nc1ccc(NC(C)=O)cc1)C(=O)/C=C/c1ccccc1,-1.0%,-0.6%,27.1%,-4.6%,-2.7%,-1.3,-2.5%[59 µM],-3.4%,7.2%
COc1ccc(S(=O)(=O)NC(C)C(=O)N2CCCCCC2)cc1 (centres undefined),-0.4%,0.1%,22.8%,-14.7%,-0.4%,-0.3,14.2%,0.7%,11.4%
O=C(COc1ccc(C(=O)c2ccccc2)cc1)Nc1cccnc1,-9.4%,-0.9%,27.4%,2.8%,-4.3%,1.5,-5.8%[59 µM],-12.0%,-12.9%
Cc1c(Cl)cccc1NC(=O)C1Cc2ccccc2CN1C(=O)c1ccccc1 (centres undefined),0.2%,1.9%,46.0%[activator],0.6%,-8.6%,2.9,15.8%[59 µM],3.2%[57.1 µM],-8.4%
CCOc1ccc(C2C(C#N)=C(N)Oc3cc(C)oc(=O)c32)cc1 (centres undefined),-5.2%,i,44.1%[activator],-15.1%,4.6%,1.4,-4.4%,9.3%,-0.6%
CC1CCN(C(=O)CCC(=O)Nc2nnc(C(F)(F)F)s2)CC1,-1.1%,i,47.8%[activator],-3.2%,-0.7%,-3.5,-2.7%[59 µM],2.6%,-4.2%
COC(=O)[C@H](CCSC)NC(=O)Nc1ccc(OC)cc1OC,-2.6%,-0.6%,16.7%,-3.2%,3.7%,8.0,-26.1%[59 µM],-17.5%,-0.8%
Cc1c(C(=O)NCc2ccccn2)sc2nc(-c3ccc(F)cc3)cn12,?,10.1%,19.7%,8.3%,.,1.7,15.5%[12.7 µM],-3.2%,-1.1%
Cc1nn(C(C)(C)C)c(OC(=O)c2ccc(Br)o2)c1Sc1ccccc1,-3.4%,3.7%,37.6%,-8.3%,12.5%,12.0,7.4%[59 µM],4.5%,-2.1%
CN1CCN(NC(=S)NC2CCCC2)CC1,-4.7%,5.8%,37.1%,-19.6%,7.2%,0.6,-42.7%,5.7%,-1.6%
C/C(=N\NC(=O)Cn1nc(C)c([N+](=O)[O-])c1C)c1ccc(Cl)s1,18.6%,-2.4%,21.8%,-14.8%,-3.0%,1.7,14.8%,-3.5%,6.5%
N#Cc1ccc(/C=N/N=C(N)N)cc1,-5.4%,-9.9%,28.2%,-0.8%,1.7%,-6.6,2.4%[59 µM],-22.3%,-15.6%
Cc1ccc(C)c(OCCC(=O)Nc2cccc(S(=O)(=O)N3CCCCC3)c2)c1,1.1%,-4.5%,15.8%,4.6%,10.2%,40.6,-2.2%[12.7 µM],-24.8%,-9.7%
CCN(CC)c1nc(-c2ccccc2)cc(C(F)(F)F)c1C#N,4.0%,-0.2%,.,338.3%[activator],-4.5%,-7.1,79.8%[activator][12.7 µM],245.5%[activator],1.0%
Cc1cccc(N2CCN(C(=O)CCn3c(=O)[nH]c4ccsc4c3=O)CC2C)c1 (centres undefined),-6.8%,-9.4%,-6.7%,-8.9%,33.0%[activator],-0.3,?,-21.4%,25.7%
CCOC(=O)c1ccc(NC(=O)Nc2ccc3c4c(cccc24)C(=O)N3CC)cc1,?,-4.4%,17.9%,5.8%,4.7%,3.0,33.8%[12.7 µM],-10.1%,5.9%
COC(=O)c1ccc(C2c3[nH]c4ccccc4c3C[C@H]3C(=O)N(C4CCN(Cc5ccccc5)CC4)CC(=O)N23)cc1 (some centres undefined),18.4%,3.5%,9.5%,-31.6%,2.3%,2.6,?,?,4.2%
CCCc1nc2sc3c(c2c(=O)n1NC(=O)CCC(=O)OC)CCCC3,2.7%,-2.2%,-16.0%,-3.3%,-9.2%,-23.2,-29.5%,-13.4%,-9.6%
CC(/C=N/n1c(-c2ccco2)n[nH]c1=S)=C\c1ccco1,-8.2%,-3.7%,?,?,-11.0%,-3.6,1.41µM*,44.7µM*,-1.3%
COC(=O)c1cc(S(=O)(=O)NCC2CCN(CCc3ccc(OC)cc3)CC2)cn1C,-5.9%,-0.3%,10.5%,-35.5%[57.1 µM],-0.6%,-2.7,1.4%,-27.8%,0.2%
CC1CCCCN1C(=O)c1ccc(C(=O)N2CCCCC2C)cc1 (centres undefined),-10.2%,-7.2%,51.6%[activator],26.1%,-1.1%,5.9,-9.2%[59 µM],-1.3%,3.4%
Cc1cc(C)c(O)c(-c2cc(C(=O)NCc3ccccc3)[nH]n2)c1,-17.5%,-6.5%,52.3%,-3.9%,4.1%,-1.8,-8.5%,-7.3%,-3.4%
Cc1ccc(CN2CCN(/N=C/c3ccc(C)s3)CC2)cc1,0.0%,-8.8%,?,39.8µM*,20.9%,1.7,-18.3%[59 µM],?,-14.4%
Cc1cc(NC(=O)CCN2CCN(Cc3ccccc3)CC2)ccc1Br,10.6%,2.7%,-0.1%,-38.1%,-1.3%,-5.1,44.7µM*,-31.5%,10.2%
COC(=O)Cn1ncc(N(C)Cc2ccccc2)c(Cl)c1=O,-23.6%,-3.0%,-13.7%,10.8%,0.1%,3.0,8.5%,-13.1%,10.2%
COC(=O)/C=C1\SC(=NC(=O)c2ccc(C)cc2)NC1=O,-6.9%,i,17.2%,?,11.5%,5.5,28.2µM*,-18.8%,5.7%
COC(=O)CCC(=O)OC1(C)C(=O)C2=CN(Cc3ccc(OC)cc3)C(c3ccc(OC)cc3)=CC2=C(Br)C1=O (centres undefined),?,-3.2%,?,.,14.1%,-9.4,.,50.1µM*,15.3%
CCC1=Nc2cc(C(=O)NCc3ccc(C)cc3)ccc2Sc2ccc(C)cc21,25.9%,-6.2%,29.5%,-0.4%,1.4%,-1.4,-28.6%[59 µM],-11.5%,0.2%
COC(=O)c1ccc(C(NC(=O)OCc2ccccc2)/C(C)=C/[C@@H](C)C(=O)NCc2ccc(-c3ccccc3)cc2)cc1 (some centres undefined),4.2%,-7.5%,15.6%,-7.2%,-1.5%,5.6,3.2%,-18.7%,3.2%
CCC(C(=O)Nc1cc(OC)ccc1OC)n1nc(-c2ccccc2)c2c(c1=O)CCCC2 (centres undefined),10.5%,5.6%,3.2%,?,0.5%,-0.2,?,?,-2.8%
COc1ccc(CC(=O)Nc2nnc(C(C)C)s2)cc1OC,-8.1%,-1.5%,21.3%,-14.9%,3.8%,2.4,4.5%,-12.4%,6.1%
Cc1nn(CCCNC(=O)C2CCCO2)cc1Br (centres undefined),1.4%,-1.5%,13.5%,4.6%,6.7%,2.8,-5.2%[59 µM],-11.7%,-3.6%
COc1ccccc1NC(=S)NC(NC(C)=O)C(Cl)(Cl)Cl (centres undefined),0.9%,6.1%,9.8%,1.0%,16.3%,0.6,.,-7.0%,-0.9%
C=CCn1c(SCC(=O)Nc2c(C)nn(Cc3ccccc3)c2C)nnc1C(O)c1ccccc1 (centres undefined),7.8%,-0.3%,12.5%,-0.8%,-0.8%,0.9,-43.4%[12.7 µM],-12.2%,.
Cc1cc(C)cc(OCC(=O)N(Cc2ccc(N(C)C)cc2)C2CCS(=O)(=O)C2)c1 (centres undefined),3.5%,-1.9%,?,39.8µM*,24.9%,-0.2,-113.5%[59 µM],63.1µM*,-8.2%
CCOc1ccc(CCNC(=O)c2ccc3[nH]c(C)c(C)c3c2)cc1,-5.8%,-9.5%,-21.3%,?,4.3%,-3.8,-4.2%[59 µM],?,0.4%
COc1ccc(NC(=O)Nc2ccc3c(c2)C(=O)N([C@H](C)CO)C[C@H](C)[C@@H](CN(C)S(=O)(=O)c2ccccc2)O3)cc1,5.9%,0.3%,?,.,11.4%,-2.5,.,?,-10.4%
CCN(CC(=O)NC)S(=O)(=O)c1ccc(Br)cc1,-6.8%,-0.8%,29.3%,3.9%,7.6%,6.9,12.4%[59 µM],10.3%,8.5%
CCOC(=O)Nc1nc(C)c(C(=O)N(C)C)s1,-0.3%,-7.2%,30.4%,4.9%,-0.8%,6.3,15.5%[59 µM],-1.5%,1.5%

# 2 of these compounds, reformatted:
Molecule	Pin1 inhibitor	Tb PGK inh	HP1b chromo inh	BAZ2B block	GLS inh	PI4K2A inh	G9a block	JMJD2A Tudor	ERG-DNA inh
C=CCn1c(SCC(=O)Nc2c(C)nn(Cc3ccccc3)c2C)nnc1C(O)c1ccccc1 (centres undefined)	7.8%	-0.3%	12.5%	-0.8%	-0.8%	0.9	-43.4%[12.7 µM]	-12.2%	.
COc1ccccc1NC(=S)NC(NC(C)=O)C(Cl)(Cl)Cl (centres undefined)	0.9%	6.1%	9.8%	1.0%	16.3%	0.6	.	-7.0%	-0.9%

# Compound activity: PubChem, National Center for Advancing Translational Sciences (NCATS)
